Source: PubChem BioAssay
All columns: NCI-60 one-dose screen, growth in % after 48 h at 10 µM unless noted; 100 = growth as untreated, 0 = no growth, -100 = all killed.
RXF 393 – RXF 393 renal cancer cells. 77,000 tested, 6.9% active. AID 1794773
A498 – A498 renal cancer cells; 76,000 tested, 5.4% active
ACHN – ACHN renal cancer; AID 1794771; 81,000 tested, 4.9% active
CAKI-1 – CAKI-1 renal cancer | 75,000 tested, 4.7% active
SNB-19 – SNB-19 CNS cancer cells | 81,000 tested, 2.5% active
SF-539 – SF-539 CNS cancer; AID 1794752; 81,000 tested, 6.8% active
SF-268 – SF-268 CNS cancer cells | 82,000 tested, 3.1% active | AID 1794759
SNB-75 – SNB-75 CNS cancer; 79,000 tested, 5% active; AID 1794750
* marks the source's active call; other numbers are inactive results; x = no result given; & = joins results of further samples; [ ] = another dose, or the depositor's remark. The calls were made as follows: active = growth percent below 10; inactive = the rest.

SMILES	RXF 393	A498	ACHN	CAKI-1	SNB-19	SF-539	SF-268	SNB-75
CCOC(=O)c1ccc(Oc2ccc(Nc3ncnc4onc(-c5ccccc5)c34)cc2)cc1	113	85	103	91	96	102	94	90
COc1ccc2c(c1OC)C(=O)N1c3ccccc3N=C(c3ccc(C)cc3)CC21 (centres undefined)	113	98	93	95	101	98	114	85
O=[N+]([O-])c1ccc(Cn2c(-c3cscn3)nc3ccccc32)cc1	109	89	107	96	106	102	98	100
CC(=O)c1ccc(Br)s1	117	112	104	91	104	104	110	102
CSc1nc2c(c(=O)n1C)C(c1ccc(F)cc1)C=C(C(=O)O)N2 (centres undefined)	91	75	98	87	113	96	105	x
[2H]C([2H])([2H])Oc1ccc(/C=C/C(=O)/C=C(O)/C=C/c2ccc(OC([2H])([2H])[2H])c(OC([2H])([2H])[2H])c2)cc1OC([2H])([2H])[2H]	59	116	40	41	39	66	67	46
c1ccc(COc2cccc(-c3nc4sccn4c3-c3ccccc3)c2)cc1	115	110	108	69	104	107	112	120
Cc1cccc(CC2S/C(=N/c3ccccn3)NC2=O)c1 (centres undefined)	104	x	103	98	94	104	107	101
CCOc1ccc(Nc2ccnc3cc(Cl)ccc23)cc1	3.7*	-19*	11	2.3*	16	24	23	1.3*
Cc1ccc(CC(N)C(=O)O)c(C)c1 (centres undefined)	108	81	102	92	106	99	95	85
CC(C)CC(=O)CC(=O)C(F)(F)F	101	108	96	86	105	102	101	94
CCCCCc1ccc(S(=O)(=O)Nc2cccc(-c3csc(N4CCN(CCO)CC4)n3)c2)cc1	45	61	85	66	84	44	87	79
Cc1cc(Cl)ccc1NC(=O)N1CCCCC1	110	93	109	87	110	100	97	100
CCOC(=O)c1ccc2c(c1)[n+](=O)c(C(C)=O)c(C(F)(F)F)n2[O-]	32	12	5.3*	40	17	30	-52*	26
CC(C)C1=C[C@@]23CC[C@@H]4[C@](C)(CCC[C@]4(C)C(=O)N4CCOCC4)[C@H]2C[C@@H]1[C@H]1C(=O)OC(=O)[C@H]13	x	121	82	87	97	95	106	94
Cc1ccccc1NC(=O)Cc1csc2[n+]1C(=O)/C(=C\c1ccc3c(c1)OCO3)S2	104	94	102	98	96	102	96	88
O=C(CSc1nccc(Nc2ccc(S(=O)(=O)Nc3nccs3)cc2)n1)c1ccc(Cl)cc1	120	110	105	86	101	102	112	98
C(=C/c1ccccc1)/C=C/C=C/C=C/c1ccccc1	112	92	95	98	108	96	103	x
N#Cc1c(-c2ccc(F)cc2)n2c(nc1=O)NNCC2=O	105	97	94	90	101	115	103	91
COc1ccc2nc(-c3ccc(OC)c(OC)c3)cc(-c3nnc(SC/C(=N/O)c4ccccc4)o3)c2c1	99	86	92	x	102	91	94	78
O=C1Nc2ccccc2/C1=N/c1nc(-c2ccc(F)cc2)cs1	89	88	98	x	86	98	84	84
Cc1ccc([N+]2=NOC(=O)C2CN2CCNCC2)cc1 (centres undefined)	x	91	92	91	103	101	96	146
CN(C)Cc1ccc[nH]1	95	77	101	82	98	92	103	93
Cc1cccc(NC(=O)Nc2cccc(C)c2)c1	121	79	113	99	105	100	99	108
COc1ccc2oc(=O)cc(Cn3nnc(N)c3C#N)c2c1	119	87	102	100	96	108	100	96
COc1ccccc1NC(=S)/N=C/c1c(O)[nH]c(=O)[nH]c1=O	116	105	100	96	112	103	98	85
CC(C)NCCOC(=O)c1ccccc1	126	79	105	97	100	99	108	78
C#CCn1cc(C(=O)c2ccccc2O)cc(-c2ccccc2)c1=O	92	94	101	86	83	112	95	x
CCOC(=O)c1ccc2c(c1)ncn2-c1cccc(O)c1	87	89	98	82	79	59	93	82
Cc1nn(-c2ccccc2)c2ncnc(Nc3ccc(OCc4c(-c5ccccc5)no[n+]4[O-])cc3)c12	112	86	97	86	101	96	96	x

Reprinted from the entries so far (14 entries):
SMILES	RXF 393	A498	ACHN	CAKI-1	SNB-19	SF-539	SF-268	SNB-75
CCOC(=O)c1ccc2c(c1)[n+](=O)c(C(C)=O)c(C(F)(F)F)n2[O-]	32	12	5.3*	40	17	30	-52*	26
CC(C)C1=C[C@@]23CC[C@@H]4[C@](C)(CCC[C@]4(C)C(=O)N4CCOCC4)[C@H]2C[C@@H]1[C@H]1C(=O)OC(=O)[C@H]13	x	121	82	87	97	95	106	94
Cc1ccccc1NC(=O)Cc1csc2[n+]1C(=O)/C(=C\c1ccc3c(c1)OCO3)S2	104	94	102	98	96	102	96	88
O=C(CSc1nccc(Nc2ccc(S(=O)(=O)Nc3nccs3)cc2)n1)c1ccc(Cl)cc1	120	110	105	86	101	102	112	98
C(=C/c1ccccc1)/C=C/C=C/C=C/c1ccccc1	112	92	95	98	108	96	103	x
N#Cc1c(-c2ccc(F)cc2)n2c(nc1=O)NNCC2=O	105	97	94	90	101	115	103	91
COc1ccc2nc(-c3ccc(OC)c(OC)c3)cc(-c3nnc(SC/C(=N/O)c4ccccc4)o3)c2c1	99	86	92	x	102	91	94	78
O=C1Nc2ccccc2/C1=N/c1nc(-c2ccc(F)cc2)cs1	89	88	98	x	86	98	84	84
Cc1ccc([N+]2=NOC(=O)C2CN2CCNCC2)cc1 (centres undefined)	x	91	92	91	103	101	96	146
CN(C)Cc1ccc[nH]1	95	77	101	82	98	92	103	93
Cc1cccc(NC(=O)Nc2cccc(C)c2)c1	121	79	113	99	105	100	99	108
COc1ccc2oc(=O)cc(Cn3nnc(N)c3C#N)c2c1	119	87	102	100	96	108	100	96
COc1ccccc1NC(=S)/N=C/c1c(O)[nH]c(=O)[nH]c1=O	116	105	100	96	112	103	98	85
CC(C)NCCOC(=O)c1ccccc1	126	79	105	97	100	99	108	78

Next section
SMILES	RXF 393	A498	ACHN	CAKI-1	SNB-19	SF-539	SF-268	SNB-75
Cn1c(=O)c2nc(NCc3ccccc3)sc2n(C)c1=O	116	106	103	104	99	105	103	104
COc1ccc(-c2nnc3c4c(ncn23)N(C)c2ccccc2C(C)C4)cc1 (centres undefined)	114	68	102	89	97	106	101	103
C=CCSc1ccc2c(c1)C(N1CCNCC1)=Nc1ccccc1O2	63[8.25 µM]	75[8.25 µM]	70[8.25 µM]	59[8.25 µM]	83[8.25 µM]	74[8.25 µM]	75[8.25 µM]	80[8.25 µM]
O=C(C[n+]1ccccc1)c1cccs1	102	112	121	x	104	104	102	106
CC(=O)Oc1ccccc1C(=O)/C=C/c1cccc([N+](=O)[O-])c1	60	93	75	68	81	81	63	60
CCOC(=O)N1CCN(CCCCl)CC1	118	x	97	101	98	98	104	102
COc1cc(-c2nn(-c3cccc(NC(=O)c4cccc(C(F)(F)F)c4)c3)cc2-c2ccncc2)ccc1Cl	-43*	-19*	32	45	47	-49*	30	x
O=C1CCN(CCCN2CCC(=O)N(Cc3ccccc3)C2=S)C(=S)N1Cc1ccccc1	71	x	84	73	96	95	89	90
COc1ccc(-c2nc(N/N=C/c3ccco3)nc(N3CCOCC3)c2C#N)cc1	x	6.7*	78	59	89	74	80	16
COc1ccc(/C=N/NC(=O)N2CCN(c3cc4c(cc3F)c(=O)c(C(=O)O)cn4C3CC3)CC2)cc1	119	116	103	102	89	94	98	108
COc1ccc(C(=O)C2=Cc3c(C)c4ccccc4n3Cc3cnnn32)cc1	98	116	89	86	96	84	106	x
CCOP(=O)(OCC)C(Cc1ccccc1)N=C(c1ccccc1)c1ccccc1 (centres undefined)	100	99	103	89	99	102	96	96
CC(C)(O)c1ccccc1CC[C@@H](SC1(CC(=O)O)CC1)c1cccc(/C=C/c2ccc3ccc(Cl)cc3n2)c1	122	140	94	90	107	117	120	97
CCCCCSc1ncnc2nc[nH]c12	108	82	106	x	110	94	101	99
C/C=C/C=N/N(C(=O)c1cc([N+](=O)[O-])cc([N+](=O)[O-])c1)C1=NC(c2ccccc2)C(c2ccccc2)=NN1 (centres undefined)	97	63	106	100	96	106	98	89
CN(Cc1ccccc1)c1nc(Cl)c(C2CC(c3ccc4c(c3)OCO4)=NN2c2ccccc2)s1 (centres undefined)	111	114	111	74	111	117	86	91
COc1cccc(C2CC(=O)N(c3cc(Cl)cc(Cl)c3)C3=C2C(=O)OC3)c1 (centres undefined)	102	91	111	98	102	118	108	114
COc1ccc(-c2nc(SCC(C)C)nc(NC3CC3)c2C#N)cc1	108	98&78	58&107	85	77&94	74&98	101&101	104&95
O=C(Nc1cccc(Cn2c(=O)[nH]c3ccc(Oc4ncccn4)cc3c2=O)c1)Nc1ccccc1F	102	91	95	89	94	93	84	103
CN(C)c1ccc(/C=C2\C=C(c3ccccc3)N(CCc3ccccc3)C2=O)cc1	81	73	58	77	47	62	44	-29*
COc1ccc(CSc2nc3cc(OC)c(OC)cc3c(=O)n2Cc2ccccc2)cc1	106	97	98	81	93	93	109	81
O=C(O)CC(O)(c1ccccc1)c1ccccc1	100	60	103	97	102	106	105	92
CCS(=O)(=O)CCCl	105	129	97	101	x	104	106	123
CC1(C)OC2C(CO)OC(n3ccc(=O)[nH]c3=O)C2O1 (centres undefined)	113	76	104	101	100	x	102	106
COC(=O)C(Br)C(OC(C)=O)c1ccc(OC)c(OC)c1 (centres undefined)	118	x	104	99	102	87	101	82
CCOC(=O)C(CC(CO)(C(C)=O)C(=O)OCC)C(C)=O (centres undefined)	118	114	96	101	101	102	110	96
CCC(=C(c1ccc(OCCN2CCCCC2)cc1)c1ccc(OCCN2CCCCC2)cc1)c1ccc(Cl)cc1	-81*	-81*	-100*	-96*	-95*	-97*	-72*	-96*
CCCCc1nc(Cl)c(C2CC(C3C(=O)N(C)C(=O)N(C)C3=O)=NN2C(C)=O)[nH]1 (centres undefined)	132	101	106	97	95	112	98	102
CCCCCCCC/C=C\CCCCCCCCOc1ccc(CCOP(=O)(O)OCC[N+](C)(C)C)cc1	x	90	96	50	71	94	70	70
CCOC(=O)C1CCN(c2ccc(N3C[C@H](CNC(=O)c4ccc(Cl)c(N)c4)OC3=O)cc2)CC1	114	100	97	90	96	95	97	89
Cc1nc2ccccc2c(/C=C/c2ccc(Cl)cc2)c1C(=O)c1ccccc1	85	89	84	55	85	93	81	80
CCOC(=O)Nc1ccc2c3c(cccc13)-c1ccccc1-2	58	76	51	16	45	22	52	6.2*
Cc1cccc2c(=O)c3ccccc3oc12	104&128	72&95	105&97	85&86	100	96&91	100&99	85&86
COc1ccc(-c2cc(-c3cccnc3)nc3sc4c(N)c(C(C)=O)c(-c5ccccc5)nc4c23)cc1OC	50	72	81	62	86	53	70	64
C/C=C(C)/C=N\O	111	80	110	117	110	115	93	103
Cn1c(=S)c2[nH]c(SCCCC(=O)c3ccc(F)cc3)nc2n(C)c1=O	93	92	75	65	90	78	89	76
CCCCCCCCCCOC(=O)c1cccnc1	100	88	99	92	107	96	99	98
NC(C(=O)O)c1ccc(CBr)cc1 (centres undefined)	109	125	100	x	101	115	117	91
CC1(c2cccc(Cl)c2)NC(=O)NC1=O (centres undefined)	114	104	99	113	93	104	99	x
Cc1cc2c(c(C)c1Cl)C(=O)/C(=C/c1ccc(N(C)C)cc1)O2	101	111	94	92	91	94	93	74
COc1cc(/C=C2/C(=O)Nc3cc(Cl)ccc32)ccc1O	93	89	76	68	75	60	78	40
O=C(O)c1nn(-c2ccccc2)nc1N1CCCCC1	103	92	101	90	97	102	98	85
CN1C(=O)C2(Nc3cc(Cl)ccc3-c3ccnn32)c2ccccc21 (centres undefined)	110	x	98	98	105	100	90	91
CC(C)(C)n1cc(-c2ccnc(NCCCNS(=O)(=O)c3cccc4ccccc34)n2)c(-c2ccc(F)c(O)c2)n1	77	94	69	78	90	88	66	95
Nc1cccc2c1C(=O)c1c(Cl)cccc1C2=O	101	78	109	89	x	107	101	103
COc1ccc(-c2cc(-c3nnc(SC/C(=N\O)c4ccccc4)n3-c3ccccc3)c3ccccc3n2)cc1	117	109	106	x	105	102	102	100
CCOC(=O)[C@]12CCC(C)(C)C[C@H]1C1=CC[C@@H]3[C@@]4(C)C/C(=C/c5cccnc5)C(=O)C(C)(C)[C@@H]4CC[C@@]3(C)[C@]1(C)CC2	94	53	78	63	92	92	79	83
CC/C(=N\NS(=O)(=O)c1ccc(C)cc1)c1ccccc1	107	96	100	99	96	113	103	94
Cc1ccc(C)c2c1sc1nc3nc4sc5ccccc5n4c(=N)c3c(=O)n12	122	69	99	106	89	101	96	74
CCCCCCC(=O)OCC1CCCO1 (centres undefined)	x	x	110	102	102	111	102	88
COc1cc(/C=N/NC(=O)COc2ccc3c(C)c(Cc4ccccc4)c(=O)oc3c2C)cc(OC)c1OC	99	89	95	x	89	106	98	87
COc1cc2cc3c(nc2cc1OC)CCN3Cc1ccc(NC(=O)c2ccc(Cl)c(C(F)(F)F)c2)cc1	95	130	85	84	87	81	102	62
O=c1[nH]c2ccc(Br)cc2c2c1C(c1ccc(Cl)cc1)c1c(ncn3nc(-c4ccco4)nc13)O2 (centres undefined)	59	60	65	46	76	65	74	x
O=S(=O)(NCCCNc1cc(-c2cn(-c3ccccc3)nc2-c2cccc(O)c2)ccn1)c1ccccc1	37	51	x	43	77	x	53	51
Cc1ccc(N(C(=O)c2cc3ccccc3[nH]2)[C@H](C(=O)Nc2cccc([N+](=O)[O-])c2)c2ccc(N(C)C)cc2)cc1	103	64	89	88	101	92	85	72
COc1ccc(C(C#N)(CCN(C)C)CN(C)C)cc1 (centres undefined)	114	100	x	x	108	97	99	80
CCCSc1nc(NC2CC2)c(C#N)c(-c2ccc(C(C)C)cc2)n1	96	101	103	92	93	93	105	144
CC(C)CN1CC(C)C(=O)N(c2ccccc2)C1=S (centres undefined)	106	104	101	97	104	104	101	94
CS(=O)(=O)OCc1cn(-c2ccc(S(N)(=O)=O)cc2)nn1	98	90	105	89	105	104	96	103
O=P(c1ccccc1)(c1ccccc1)C(O)c1ccncc1 (centres undefined)	x	118	103	x	107	103	110	80
